N370S GC mod = inhibits or activates N370S mutant glucocerebrosidase | P04062 | N370S GC spleen homogenate, 4MU-glucoside fluorescence | Potency, µM (doses to about 59.4 µM), inactives show at the highest dose activity change, negative = inhibition, hits mostly inhibitors | 330,000 tested, 0.092% active;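 note: 0% = full enzyme activity and -100% = no enzyme basal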
DT40 TDP1 CPT = DT40-hTDP1 cell growth loss with CPT; 420,000 tested, 12% active; AID 686979; chicken DT40 Tdp1-/-;hTDP1 cells + 20 nM CPT, ATP luminescence, 48 h; Potency, µM (top dose mostly 46.2 µM), inactives show at the highest dose activity change, negative = growth inhibition, usual class: inhibitors; note: nearly all actives have a fitted effect of over 55% in size
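Cell growth measured by CellTiter-Glo luminescence after a minimum 48 h, 37 C compound exposure with 20 nM CPT in Tdp1-knockout DT40 cells stably expressing hTDP1, seeded 400/well; qHTS titration format.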
FEN1 inhibitor = blocks human flap endonuclease 1. AID 588795. Recombinant FEN1 flap cleavage, fluorescence, 15 min. Potency, µM (highest dose often 114 µM), inactives show at the top dose activity change, negative = inhibition, hits mostly inhibitors. P39748. 390,000 tested, 0.35% active; note: nearly all actives have a fitted effect of over 65% in size
Target sequence (P39748 whole entry, looked up): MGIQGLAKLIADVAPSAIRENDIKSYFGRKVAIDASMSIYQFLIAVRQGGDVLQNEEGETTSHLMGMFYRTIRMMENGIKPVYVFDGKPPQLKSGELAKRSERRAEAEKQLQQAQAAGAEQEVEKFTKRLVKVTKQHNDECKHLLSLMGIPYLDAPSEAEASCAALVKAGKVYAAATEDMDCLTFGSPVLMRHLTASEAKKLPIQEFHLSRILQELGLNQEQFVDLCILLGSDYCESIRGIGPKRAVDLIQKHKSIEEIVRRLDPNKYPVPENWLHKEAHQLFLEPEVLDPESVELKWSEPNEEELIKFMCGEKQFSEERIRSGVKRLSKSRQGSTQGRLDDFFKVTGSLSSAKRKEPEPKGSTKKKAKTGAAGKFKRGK
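Read-out was taken twice, immediately and after 15 min, following addition of 50 nM substrate to 10 nM FEN1 that had sat with test compound for 15 min at room temperature. Curves came from a four-parameter Hill model.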
An asterisk follows results filed as active; ? = inconclusive; nt = no result given. Calls come from the whole dose curve; as a rule, active = well fitted curve in the direction sought with a large enough effect; inconclusive = small, poorly fitted or top-dose-only effect, or another doubt; inactive = no such curve, though single readings can be large; an effect the other way counts as inactive or inconclusive. Unless noted, % is set by controls: 0 for no effect and ±100 for the full control effect; potency is the fitted concentration of half-maximal effect. A portion of the library; count on the stated rates, not on these rows.

SMILES	N370S GC mod	DT40 TDP1 CPT	FEN1 inhibitor
C/C(=N\Nc1ncc(Br)cn1)c1cccc([N+](=O)[O-])c1	-4%	-16%	9%
CCN(CCCNC(=O)C1c2ccccc2C(=O)N(CCOC)C1c1ccc(F)cc1)Cc1ccccc1 (configuration not stated)	-4%	-15%	3%
CCOc1ccc(-c2ccc(SCC(=O)Nc3nnc(C)s3)nn2)cc1	-7%	-1%	-12%
Cc1c(C(=O)O)oc2ccc(S(=O)(=O)NCCC3=CCCCC3)cc12	10%	-3%	-10%
COCc1nnc(SCC(=O)NCc2ccccc2)n1-c1ccccc1	3%	-1%	-9%
COCCCNC(=O)CN(CCc1ccccc1)S(=O)(=O)c1ccc(OC)cc1	1%	1%	0%
O=C(N/C=C/n1cnc2cc(C(F)(F)F)ccc21)c1ccccc1	11%	3%	1%
COC(=O)c1ccccc1NC(=O)c1nc(SCc2ccccc2C)ncc1Cl	nt	5%	1%
S=C(NCc1ccccc1)Nc1ccc2ccccc2c1	-4%	10%	-19%
CCCCCCn1c(CN2CCN(C(=O)OCC)CC2)nc2c1c(=O)n(C)c(=O)n2C	nt	21µM*	-5%
Cc1ccc(-c2nc(CSCC(=O)NCc3cccnc3)c(C)o2)cc1	nt	?	0%
N=C(N)SCc1ccc(Cl)cc1Cl	12%	23µM*	-10%
NS(=O)(=O)c1ccc(CCNC(=O)CN2CCCCCC2)cc1	-5%	4%	-11%
O=C(O)c1cccs1	nt	-5%	18%
O=C(Nc1cccc(S(=O)(=O)N2CCOCC2)c1)C1CC(=O)N(c2ccc3c(c2)OCCO3)C1 (configuration not stated)	nt	-4%	-5%
CSCCC(NS(=O)(=O)c1c(Cl)cccc1Cl)C(=O)O (configuration not stated)	1%	10%	-1%
COCCn1c(N)c(N(Cc2ccccc2)C(=O)C2CCCC2)c(=O)[nH]c1=O	3%	-5%	4%
Cc1c(C(=O)NCc2cccnc2)oc2ccc(S(=O)(=O)N3CCCCC3)cc12	-12%	10µM*	-6%
Clc1cccc(NCc2nnc3n2CCCCC3)c1	-2%	18%	-14%
NC(=O)C1C(=O)c2ccccc2C1(C[N+](=O)[O-])c1ccccc1 (configuration not stated)	nt	?	45µM*
CCc1cccc(CC)c1NC(=O)C(CC)Sc1nc2ccncc2[nH]1 (configuration not stated)	?	-2%	-12%
CCOC(=O)Cn1c(=O)oc2cc(S(=O)(=O)N3CCN(C(=O)OCC)CC3)ccc21	-4%	-21%	22%
Cc1ccc(C)c(NC(=O)C[n+]2ccccc2)c1	-1%	24%	-4%
Cc1ccccc1-n1nnnc1SCc1csc(-c2ccccc2)n1	19%	-15%	-11%
COc1ccccc1OCCNc1nc2c(c(=O)n(C)c(=O)n2C)n1C	1%	29µM*	-1%
SMILES	N370S GC mod	DT40 TDP1 CPT	FEN1 inhibitor
CCCCNC(=O)COC(=O)CCC(=O)c1cccs1	10%	1%	9%
Cc1cnc(C(=O)Nc2ccccc2-n2cccc2)cn1	11%	-13%	-3%
O=C(NCc1ccccc1F)C(=O)NCC(c1ccco1)S(=O)(=O)c1ccccc1 (configuration not stated)	nt	-25%	-1%
Cc1occc1-c1nnc(SCC(=O)c2ccc3c(c2)OCCO3)n1CC1CCCO1 (configuration not stated)	-6%	-25%	14%
CC(=O)c1ccc(NC(=O)CN2CCN(CC(=O)Nc3ccc(C(C)=O)cc3)CC2)cc1	-7%	16%	11%
COc1ccc(-c2nc3ccccc3c(=O)n2CCOc2cc(C)ccc2C)cc1	9%	-12%	12%
Nc1nonc1-n1nnc(C(=O)N/N=C/c2cccnc2)c1CSc1ccccc1	-13%	3%	15%
Cc1nn(C)c2c1c(-c1ccccc1)cc(=O)n2C(C)C(=O)NCc1ccc(F)cc1 (configuration not stated)	nt	?	-11%
CC(C)(C)c1cc(CCC(=O)NCc2cccnc2)cc(C(C)(C)C)c1O	-11%	-16%	-7%
COc1ccc(NS(=O)(=O)c2ccc(NC(=S)NC(=O)c3cccnc3)cc2)nn1	-1%	1%	8%
CN(CC(=O)Nc1ccccc1C(=O)NC1CC1)Cc1ccc(N(C)C)cc1	nt	4%	-11%
Cc1cc(C)c(-c2csc(NC(=O)C3=COCCO3)n2)c(C)c1	-15%	?	-7%
CS(=O)(=O)c1ccc2nc(NC(=O)c3ccc(NS(=O)(=O)c4ccc(F)c(F)c4)cc3)sc2c1	-7%	-15%	-3%
Cc1c(Cl)cccc1NC(=O)CCN1CCOCC1	-7%	-14%	-1%
O=C(Oc1ccccc1N1C(=O)C2CCCCC2C1=O)c1ccc(Cl)cc1 (configuration not stated)	12%	?	-11%
COc1cc(C(C)=O)ccc1OCC(=O)NCC(c1ccc(F)cc1)N1CCOCC1 (configuration not stated)	nt	-19%	-3%
O=C(Cc1c[nH]c2ccccc12)NC1(C(=O)NC2CCCCC2)CCCCC1	9%	?	0%
COCCNC(=O)c1cc2c(-c3ccc(Cl)cc3)nn(C)c2s1	13%	?	?
Cc1onc(-c2ccccc2Cl)c1C(=O)Nc1ccc2c(c1)OCO2	2%	-14%	13%
Cc1cc(NC(=O)Nc2cccc(C)c2C)no1	19%	?	16%
Nc1ccc(-c2nc3ncccc3o2)c(Cl)c1	-21%	6%	-5%
Cc1ccc2sc(N3CCN(C(=O)C4=COCCO4)CC3)nc2c1C	-4%	-28%	-6%
O=C(NC(=S)Nc1cccc([N+](=O)[O-])c1)C1CCCC1	?	-15%	-27%
CC(=O)N1CCN(CC(=O)Nc2ccc(Cl)c(S(=O)(=O)N(C)C)c2)CC1	6%	?	2%
CC1CCCN(C(=O)c2sc3cc([N+](=O)[O-])ccc3c2Cl)C1 (configuration not stated)	17%	26µM*	-16%
SMILES	N370S GC mod	DT40 TDP1 CPT	FEN1 inhibitor
O=C(CN(C(=O)CCC(=O)Nc1ccccn1)c1ccc2c(c1)OCCO2)NCCc1ccccc1	5%	-21%	-8%
Cc1ccc(OCCCC(=O)Nc2nc3ccccc3[nH]2)cc1	0%	-9%	5%
OCCCNc1ncnc2c1cnn2-c1ccc(Cl)cc1	-5%	-23%	14%
Cc1cccc(Cn2c(N3CCCCC3C)nc3c2c(=O)[nH]c(=O)n3C)c1 (configuration not stated)	10%	?	-8%
Cc1ccc(NC(=O)Nc2cc(S(=O)(=O)N(C)C)ccc2C)cc1	-9%	-22%	-24%
Cc1cnc(C(=O)OCc2csc(CC(=O)Nc3ccccc3C)n2)cn1	4%	3%	1%
CN(C)S(=O)(=O)c1ccc(C(=O)Nc2nnc(Cc3ccccc3)s2)cc1	-9%	6%	2%
Oc1ccc2ccccc2c1-c1sc(Nc2ccccc2)n[n+]1-c1ccc(F)cc1	-4%	?	-1%
C[C@H](O)[C@@H](C(=O)N1CCN(C(=O)OC(C)(C)C)CC1)n1cc(CCCCNC(=O)OC(C)(C)C)nn1	-2%	-23%	-4%
Cc1ccc(-n2c(SCc3ccc([N+](=O)[O-])cc3)nc3ccccc3c2=O)cc1	0%	?	8%
Nc1nc(=S)c2ncn([C@@H]3O[C@H](CO)[C@@H](O)[C@H]3O)c2[nH]1	-9%	1.6µM*	-4%
CC(C)n1nc(C(=O)Nc2cccc(S(=O)(=O)NCc3ccco3)c2)c2ccccc2c1=O	1%	?	2%
Clc1ccc(Nc2ncn[nH]2)c(Cl)c1	-11%	25%	0%
COc1c(F)c(F)cc2c(=O)c(C(=O)O)cn(C3CC3)c12	-15%	2%	-6%
COc1ccc(CC(=O)NCc2cccs2)cc1	-9%	23µM*	-1%
COc1ccc(C[C@H]2CN3C(=NC[C@H]3C)N2CCNC(=O)c2ccc(C)c(Br)c2)cc1	-9%	6.5µM*	-1%
CSc1ccc(CCNC(=O)C2CCCN(c3nn4c(=O)cc(C)nc4s3)C2)cc1 (configuration not stated)	12%	-23%	-3%
Cc1noc(C)c1COc1ccc(C(=O)NCC2CCCO2)cc1 (configuration not stated)	-11%	-6%	-1%
COc1cc2c(CCNC(C)=O)c[nH]c2cc1O	3%	-3%	?
COc1ccccc1C(=O)NCCC(=O)N(C)Cc1cccnc1	nt	0%	0%
Cc1cccc(C)c1OCC(=O)Nc1ccc(S(=O)(=O)Nc2ccccn2)cc1	10%	-16%	-6%
O=C(Nc1ccccc1N1CCCC1)c1cc(S(=O)(=O)N2CCOCC2)ccc1Cl	2%	?	-11%
CSc1ccccc1C(=O)Nc1nccs1	7%	4%	-2%
COc1ccccc1NC(=O)COC(=O)CNC(=O)c1ccc(OC)c(OC)c1	0%	-10%	6%
CC(C)c1nnc(NC(=O)C2CCN(c3cnccn3)CC2)s1	0%	3%	-11%

6 successive entries from above:
SMILES	N370S GC mod	DT40 TDP1 CPT	FEN1 inhibitor
COc1ccccc1C(=O)NCCC(=O)N(C)Cc1cccnc1	nt	0%	0%
Cc1cccc(C)c1OCC(=O)Nc1ccc(S(=O)(=O)Nc2ccccn2)cc1	10%	-16%	-6%
O=C(Nc1ccccc1N1CCCC1)c1cc(S(=O)(=O)N2CCOCC2)ccc1Cl	2%	?	-11%
CSc1ccccc1C(=O)Nc1nccs1	7%	4%	-2%
COc1ccccc1NC(=O)COC(=O)CNC(=O)c1ccc(OC)c(OC)c1	0%	-10%	6%
CC(C)c1nnc(NC(=O)C2CCN(c3cnccn3)CC2)s1	0%	3%	-11%

Copied from the list.
Entry for O=C(Nc1ccccc1N1CCCC1)c1cc(S(=O)(=O)N2CCOCC2)ccc1Cl in N370S GC mod: 2%
Entry for Cc1ccc(-n2c(SCc3ccc([N+](=O)[O-])cc3)nc3ccccc3c2=O)cc1 in N370S GC mod: 0%
Entry for COc1ccccc1C(=O)NCCC(=O)N(C)Cc1cccnc1 in FEN1 inhibitor: 0%
Entry for Clc1ccc(Nc2ncn[nH]2)c(Cl)c1 in DT40 TDP1 CPT: 25%
Entry for Cc1cnc(C(=O)OCc2csc(CC(=O)Nc3ccccc3C)n2)cn1 in N370S GC mod: 4%

(continued)
SMILES	N370S GC mod	DT40 TDP1 CPT	FEN1 inhibitor
CN(C)CCNC(=O)c1cc2sc3ccccc3c2s1	-8%	?	1%
Oc1c(Br)cc(C2N=C(c3ccccc3Cl)NO2)cc1Br (configuration not stated)	10%	-10%	-7%
CCCCN(C)CCNC(=O)c1cc2cc3ccc(OC)cc3nc2o1	?	1%	-6%
O=C(O)C[C@H]1c2cc(C(F)(F)F)ccc2S(=O)(=O)N1C1CCN(Cc2ccccc2)CC1	nt	-24%	0%
O=C(COC(=O)c1nsc(Cl)c1Cl)NC1CCCCC1	-1%	-1%	15%
C/C(=N\NC(=O)c1cc(Br)ccc1O)c1cccs1	-15%	?	4%
N#Cc1ccc(CCc2ccccc2)[nH]c1=O	nt	-1%	-4%
O=C(Nc1ccccc1C(=O)OCc1cc(=O)n2c3c(sc2n1)CCCC3)c1ccccc1	nt	21µM*	-4%
CC(=O)Nc1ccc(S(=O)(=O)NCC2CCCO2)cc1 (configuration not stated)	nt	-7%	0%
Nc1ccc(-c2nc3cc(N)ccc3o2)cc1	-5%	-7%	1%
CCOC(=O)c1c(-c2ccccc2)c2cc(OC)ccc2n1CCCN(C)C	?	?	-23%
CCCNC(=O)c1ccc(N2CCC3(CC2)CC(c2ccccc2)=NO3)c(NC(=O)c2cccc(OC)c2)c1	-10%	?	-10%
CCOC(=O)c1c(NC(=O)CSc2cn(CCNC(=O)c3ccc(OC)cc3)c3ccccc23)sc2c1CCC2	nt	?	-16%
Cn1c(=O)[nH]c(=O)c2c1nc(CN1CCN(c3cccc(Cl)c3)CC1)n2CCN1CCOCC1	1%	4%	-9%
O=C(Cc1ccccc1)Nc1nnc(-c2ccccc2)o1	-1%	?	6%
CC(=O)c1cc2c(cc1NC(=O)CCc1ccccc1)OCO2	-1%	0%	-11%
CSc1ccc(/C=C(\C#N)C(=O)Nc2cccc(C)c2)cc1	-25%	-19%	-6%
Cc1ccccc1C(=O)Nc1ccc(NC(=O)c2cccs2)cc1	nt	12%	-16%
O=C1C(=Cc2ccco2)CCC1=Cc1ccco1	nt	23µM*	8.9µM*
CC1(C)CC(=O)C(C=NCCc2ccc(S(N)(=O)=O)cc2)=C(O)C1	-6%	6%	-15%
CC1S/C(=C(\C#N)C(N)=O)N(c2ccc(F)cc2)C1=O (configuration not stated)	-12%	0%	-12%

An excerpt from above, reduced to DT40 TDP1 CPT and FEN1 inhibitor:
| canonical_smiles | DT40 TDP1 CPT | FEN1 inhibitor |
| --- | --- | --- |
| Cc1onc(-c2ccccc2Cl)c1C(=O)Nc1ccc2c(c1)OCO2 | -14% | 13% |
| Cc1cc(NC(=O)Nc2cccc(C)c2C)no1 | ? | 16% |

Another view of part of the listing above:
SMILES | N370S GC mod | DT40 TDP1 CPT | FEN1 inhibitor
O=C(Cc1ccccc1)Nc1nnc(-c2ccccc2)o1 | -1% | ? | 6%
CC(=O)c1cc2c(cc1NC(=O)CCc1ccccc1)OCO2 | -1% | 0% | -11%
CSc1ccc(/C=C(\C#N)C(=O)Nc2cccc(C)c2)cc1 | -25% | -19% | -6%
Cc1ccccc1C(=O)Nc1ccc(NC(=O)c2cccs2)cc1 | nt | 12% | -16%
O=C1C(=Cc2ccco2)CCC1=Cc1ccco1 | nt | 23µM* | 8.9µM*
CC1(C)CC(=O)C(C=NCCc2ccc(S(N)(=O)=O)cc2)=C(O)C1 | -6% | 6% | -15%

Compound activity: PubChem, National Center for Advancing Translational Sciences (NCATS)
